POLK inh = inhibitors of human DNA polymerase kappa | Q9UBT6 | purified Pol kappa, fluorescent DNA synthesis assay, 10 min | Potency, µM (doses to about 107 µM), for inactives: at the highest dose activity, negative = inhibition, usual class: inhibitors | actives 0.53% (n = 400,000); also: % is scaled to controls: 0 for no effect and ±100 for the full control effect
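Pol kappa 10 nM + cpd, 15 min RT; start w/ substrate 50 nM final; fluorescence kinetic read, 0 and 10 min. Neg ctrl: buffer, no enzyme.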
APE1 inh = inhibitors of human APE1 endonuclease. P27695. recombinant APE1, TAMRA/BHQ-2 abasic DNA cleavage fluorescence. Potency, µM (series often up to 65.8 µM), inactives show at the highest dose activity change, negative = inhibition, hits mostly inhibitors. actives 0.35% (n = 350,000);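 also: plate controls were vehicle for no effect and reference inhibitor for full effect; nearly all actives have a fitted effect of over 55% in size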
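Compound pre-exposure to 0.75 nM APE1, 15 min at ambient temperature. Reaction initiated with 50 nM TAMRA/BHQ-2 THF substrate, read immediately in kinetic mode, 525 nm excitation, 598 nm emission.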
BAZ2B inh = blocks human BAZ2B. Q9UIF8. AlphaScreen BAZ2B-H3K14Ac peptide displacement. Potency, µM (series often up to 114 µM), without a hit: at the highest dose activity change, negative = inhibition, usual class: inhibitors. actives 4.4% (n = 360,000); also: % is scaled to controls: 0 for no effect and ±100 for the full control effect; nearly all actives have a fitted effect of over 60% in size
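AlphaScreen luminescence quantifies BAZ2B engagement of H3K14Ac peptide; the protein and biotinylated peptide are both at 50 nM final, buffer PBS pH 7.4 with 0.01% Tween-20, all steps at room temperature.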
Pol iota inh = DNA polymerase iota (human) inhibition | Pol iota fluorescent replication assay, 10 min | Potency, µM (titrated, usually from 115 µM), for the others: at the highest dose activity, negative = inhibition, actives largely listed as inhibitors | actives 1% (n = 390,000)
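Pol iota at 10 nM preincubated 15 min with compounds at room temperature; reaction started with fluorescent substrate, 50 nM final. Fluorescence read kinetically at 0 and 10 min; buffer-only wells as negative control.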
Pol beta inh = inhibitors of human DNA polymerase beta | Potency, µM (titrated, usually from 114 µM), for the others: at the top dose activity change, negative = inhibition, actives largely listed as inhibitors | AID 485314 | actives 1.3% (n = 340,000) | P06746 | Pol beta primer extension/strand displacement, fluorescence kinetic; also: % is scaled to controls: 0 for no effect and ±100 for the full control effect
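Pol beta (10 nM) and compounds were preincubated 15 min at room temperature, then 50 nM substrate (final) started primer extension/strand displacement. Reads were taken at 0 and 10 min; concentration-response data were fitted to a four-parameter Hill equation.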
JMJD2A Tudor inh = inhibitors of human JMJD2A Tudor domain. O75164. AlphaScreen JMJD2A-Tudor / H3K4me3 peptide binding. Potency, µM (series often up to 114 µM), for inactives: at the top dose activity change, negative = inhibition, actives largely listed as inhibitors. actives 4.4% (n = 390,000); also: % is scaled to controls: 0 for no effect and ±100 for the full control effect; nearly all actives have a fitted effect of over 50% in size
Pol eta inh = DNA polymerase eta (human) inhibition; Q9Y253; recombinant Pol eta, fluorescent DNA replication assay; Potency, µM (titrated, usually from 114 µM), without a hit: at the top dose activity change, negative = inhibition, hits mostly inhibitors; actives 1.2% (n = 390,000); also: % is scaled to controls: 0 for no effect and ±100 for the full control effect
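Pol eta (10 nM) was preincubated with compounds for 15 min at room temperature, after which fluorescent replication substrate (50 nM final) was added to start the reaction. Fluorescence was read kinetically at 0 and 10 min.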
G9a inh = blocks human histone lysine methyltransferase G9a | Q96KQ7 | G9a H3K9 monomethylation, AlphaScreen, 2 h | Potency, µM (doses to about 102 µM), without a hit: top-dose activity, negative = inhibition, actives largely listed as inhibitors | actives 8.8% (n = 350,000); also: % is scaled to controls: 0 for no effect and ±100 for the full control effect; nearly all actives have a fitted effect of over 75% in size
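Chemiluminescent proximity detection of H3K9 monomethylation, read after 10 min bead incubation in the dark. Reaction: 20 nM G9a, 500 nM biotin-H3K9 peptide, 20 uM SAM cofactor, 2 h, room temperature, following 15 min enzyme-compound preincubation.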
BLM helicase inh = blocks DNA unwinding by human BLM helicase. P54132. Potency, µM (highest dose often 56.1 µM), for the others: at the top dose activity change, negative = inhibition, hits mostly inhibitors. recombinant BLM DNA unwinding, fluorescence dequenching. actives 0.2% (n = 350,000). AID 2528;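 also: plate controls were vehicle for no effect and no enzyme for full effect; nearly all actives have a fitted effect of over 35% in size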
Target sequence (P54132 whole entry, looked up): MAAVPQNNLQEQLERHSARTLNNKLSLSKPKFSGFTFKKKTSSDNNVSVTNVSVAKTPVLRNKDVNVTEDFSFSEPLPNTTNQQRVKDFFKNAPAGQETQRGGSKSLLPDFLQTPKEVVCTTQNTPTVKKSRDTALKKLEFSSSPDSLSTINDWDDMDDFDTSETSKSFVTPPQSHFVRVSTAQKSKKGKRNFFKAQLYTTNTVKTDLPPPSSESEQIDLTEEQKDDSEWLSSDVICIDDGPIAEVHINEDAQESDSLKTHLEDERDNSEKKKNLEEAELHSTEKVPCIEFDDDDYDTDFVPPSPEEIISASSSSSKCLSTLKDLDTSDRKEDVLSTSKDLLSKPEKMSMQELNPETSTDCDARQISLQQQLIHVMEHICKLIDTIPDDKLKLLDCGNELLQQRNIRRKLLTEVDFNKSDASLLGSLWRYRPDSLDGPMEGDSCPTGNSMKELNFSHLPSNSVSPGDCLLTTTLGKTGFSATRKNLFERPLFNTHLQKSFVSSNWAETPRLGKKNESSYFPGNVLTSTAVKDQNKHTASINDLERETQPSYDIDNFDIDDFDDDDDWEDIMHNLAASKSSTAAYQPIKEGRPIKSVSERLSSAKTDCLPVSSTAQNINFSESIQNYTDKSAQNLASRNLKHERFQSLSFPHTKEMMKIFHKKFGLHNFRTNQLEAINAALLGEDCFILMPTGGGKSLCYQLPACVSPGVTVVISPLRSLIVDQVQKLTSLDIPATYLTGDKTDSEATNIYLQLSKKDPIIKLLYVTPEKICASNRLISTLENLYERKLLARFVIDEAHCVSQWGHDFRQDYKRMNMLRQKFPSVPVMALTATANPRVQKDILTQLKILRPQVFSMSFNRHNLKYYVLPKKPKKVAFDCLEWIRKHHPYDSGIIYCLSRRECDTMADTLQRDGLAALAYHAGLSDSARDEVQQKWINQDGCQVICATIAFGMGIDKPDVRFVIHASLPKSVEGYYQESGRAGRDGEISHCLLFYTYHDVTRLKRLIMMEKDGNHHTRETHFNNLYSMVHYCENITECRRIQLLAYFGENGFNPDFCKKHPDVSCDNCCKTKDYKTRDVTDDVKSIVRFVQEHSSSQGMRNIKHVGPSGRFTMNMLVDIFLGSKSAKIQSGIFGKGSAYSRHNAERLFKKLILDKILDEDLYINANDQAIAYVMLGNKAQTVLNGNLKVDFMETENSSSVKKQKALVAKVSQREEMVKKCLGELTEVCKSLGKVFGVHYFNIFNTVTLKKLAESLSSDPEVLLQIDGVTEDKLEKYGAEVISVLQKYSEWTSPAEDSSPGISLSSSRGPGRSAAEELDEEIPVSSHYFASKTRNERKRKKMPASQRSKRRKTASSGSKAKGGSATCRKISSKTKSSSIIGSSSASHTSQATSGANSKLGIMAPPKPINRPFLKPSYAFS
The depositor's hits bear a star; ? = inconclusive; · = no result given; & = joins results of further samples; [ ] = remark or other dose. Calls follow the shape of the dose curve; as a rule, active = well fitted curve in the direction sought with a large enough effect; inconclusive = small, poorly fitted or top-dose-only effect, or another doubt; inactive = no such curve, though single readings can be large; an effect the other way counts as inactive or inconclusive. Potency is read from the fitted curve at half-maximal effect. An excerpt; the hit share may differ from the screen's.

SMILES | POLK inh | APE1 inh | BAZ2B inh | Pol iota inh | Pol beta inh | JMJD2A Tudor inh | Pol eta inh | G9a inh | BLM helicase inh
O=C1CN(C(=O)COc2ccccc2)C(c2ccc(F)cc2)c2cc(Br)ccc2N1 (stereo not given) | -7% | · | -4% | -12% | 18% | -25% | -14% | -1%[59 µM] | -11%
CCc1ccc(N2CC(C(=O)OCC(=O)Nc3ccc([N+](=O)[O-])cc3)CC2=O)cc1 (stereo not given) | -6% | -14% | -5% | 2% | · | -23% | -23% | -24%[59 µM] | ·
CC(Oc1cccc(Cl)c1)C(=O)Nc1cc(S(=O)(=O)N2CCOCC2)ccc1N1CCCC1 (stereo not given) | -19% | 29% | -2% | 3% | · | -8% | -6% | ? | ·
COc1ccc(-n2c(SCC(=O)N3CCCCC3C)nnc2-c2cccnc2)cc1 (stereo not given) | -7% | 1% | 16% | 42%[activator] | 3% | 4% | -10% | 40µM* | -4%
Cn1c(Cn2c(=O)sc3ccccc32)nnc1SCC(=O)Nc1ccc(Cl)cc1 | 9% | -2% | -3% | 19% | 1% | -14% | -11% | -11%[59 µM] | 0%
COc1cc(/C=C/c2ccc3cccc(O)c3n2)c(Br)cc1O | · | 1% | 2% | · | -32% | · | · | 9% | -5%
COC(=O)CN1C(CN2CCOCC2)=Nc2ccc(Br)cc2C1c1ccccc1 (stereo not given) | -1% | -4% | -5% | 13% | 3% | -9% | -8% | · | -4%
Cc1cccc(NC(=O)c2c(O)c3cccc4c3n(c2=O)CCC4)n1 | · | 12% | -6% | · | 41% | · | · | 9% | 1%
Clc1ccc(C2CC(c3cccs3)n3ncnc3N2)c(Cl)c1 (stereo not given) | -2% | -5% | -25% | 8% | -10% | -28% | -9% | ? | -2%
S=C1Cc2ccccc2N1 | -23% | -4% | -35% | 10µM* | 1% | 79µM* | 25µM* | 4.5µM* | ?
C=CCN1CCN(c2ccncc2S(=O)(=O)N2CCCCC2)CC1 | -3% | 5% | -25% | 79%[activator] | 3% | -10% | 8% | · | -3%
Cc1oc2cc(O)cc(C)c2c(=O)c1-c1cnn(-c2ccccc2)c1 | -17% | 12% | -7% | -2% | -8% | -8%[11.4 µM] | -3% | -47%[12.7 µM] | -9%
Cc1ccc(C)c(Nc2nn3c(=O)c4cc5c(cc4nc3s2)OCO5)c1 | -8% | · | 2% | -8% | 12% | 1% | ? | -8%[59 µM] | -12%
CCNc1nc(NCC)n2c(SCC(=O)Nc3cc(Cl)ccc3OC)nnc2n1 | -24% | ? | -5% | ? | · | -9% | ? | 6%[59 µM] | ·
CCc1cc2c(=O)c(-c3ccc4c(c3)OCO4)coc2c(CN(C)C)c1O | -9% | -15% | 0% | ? | 13% | -9% | -7% | -11%[2.33 µM] | -3%
Cn1c(SCC(=O)N2CCOCC2)ncc(C(=O)Nc2ccccc2)c1=O | -1%[60.1 µM] | · | 3% | -3% | -2% | 10% | -14% | 1%[59 µM] | 0%
Cc1cc(SCC(=O)Nc2ccc3[nH]c(=O)[nH]c3c2)nc2ccccc12 | -4% | -13% | · | ? | · | -18% | 40µM* | · | ·
COCCN=C1Sc2nc3cc4c(cc3cc2CN1CC1CCCO1)OCO4 (stereo not given) | 1% | -9% | 5% | 4% | -5% | -9% | 0% | 3%[0.501 µM] | -2%
COc1cccc(NC(=O)CCCn2c(=O)c3cccn3c3cccnc32)c1 | -12% | · | -15% | 5% | 0% | -20% | -5% | -9%[59 µM] | -2%
CCSc1nnc(NC(=O)C2CC2c2ccccc2)s1 (stereo not given) | -5% | 11% | 5% | -18% | 4% | -9% | -25% | 22%[59 µM] | 2%
O=c1cc(-c2ccc(O)c(O)c2)oc2cc(O[C@@H]3O[C@H](CO)[C@@H](O)[C@H](O)[C@H]3O)cc(O)c12 | 2.5µM* | ? | · | 6.3µM* | · | 13µM* | 8.9µM* | · | -3%
C=CCOC(=O)C(C#N)c1nc2ccccc2nc1N1CCCC1 (stereo not given) | -7% | 9% | ? | 52% | 6% | -25% | -5% | ? | -1%
CCOc1ccc(NC(=O)COC(=O)Cn2nc(C)c([N+](=O)[O-])c2C)cc1OCC | -14% | 14% | · | -15% | · | -7% | -6% | · | ·
COc1ccc(C(=O)/C=C/c2ccc(N3CCCCC3)c([N+](=O)[O-])c2)cc1 | -16% | -1% | 4µM* | -18% | 13% | 11µM* | -17% | 10µM* | -8%
N#Cc1c(-c2ccco2)nc(SCC(=O)Nc2ccc(S(N)(=O)=O)cc2)[nH]c1=O | · | 1% | 4% | · | 1% | · | · | -5% | -3%
CCOC(=O)Cc1csc(NC(=O)CS(=O)(=O)Cc2ccccc2)n1 | -6% | -3% | 1% | 0% | 3% | -32%[57.1 µM] | 3% | -16%[59 µM] | 0%
Cc1ccc(C2=NS(=O)(=O)N(C)C(C(=O)Nc3cc(C)n(CC(=O)N4CCC(C)CC4)n3)=C2)cc1 | -17% | 70%[activator] | -23% | 16% | 1% | -28% | -25% | 9% | -3%
CCOC(=O)[C@H](CCc1ccccc1)N[C@@H](C)C(=O)N1[C@H](C(=O)O)C[C@H]2CCCC[C@@H]21 | 3%&-1%[60.1 µM] | -5% | · | · | · | · | · | -18%[59 µM] | 5%
O=C(NCc1ccccn1)C(=O)NN=C1CCCCCCCCCCC1 | -1% | -2% | -22% | 26% | -13% | -7% | -19% | 4% | 1%
CC(=O)N1CCCc2cc(S(=O)(=O)N3CCC(C(=O)Nc4cccc(Cl)c4C)CC3)ccc21 | -8%[60.1 µM] | · | 6% | 30%[activator] | 0% | -3% | -15% | 1%[59 µM] | 0%
CSCCC(NC(=O)c1ccccc1Br)C(=O)NCCCn1nc(C)cc1C (stereo not given) | 2% | 12% | -7% | 56%[activator] | · | -10% | -16% | -1% | ·
O=C(COC(=O)c1ccc[nH]c1=O)NC1CCCCCC1 | -7% | 8% | · | 56%[activator] | -1% | -16% | -5% | 11% | -4%
CN(C)c1ccc(-c2cncnc2Nc2ccc(F)cc2)cc1 | -4%[60.1 µM] | -4% | · | · | · | · | · | -10%[0.501 µM] | -14%
COC(=O)c1ccc(NC(=O)C23CC4CC(C2)CC(n2cnc(Cl)n2)(C4)C3)cc1 | -8% | 2% | 25% | 7% | -5% | 56µM* | 2% | 10%[59 µM] | 0%
Cc1ccc(S(=O)(=O)Nc2cc(C(=O)NCCN(C)C)ccc2N2CCCC2)cc1 | -8% | -12% | -15% | ? | 10% | -19% | -3% | ? | 4%
CCCC1CCc2[nH]nc(C(=O)NN)c2C1 (stereo not given) | -13% | -10% | 8% | ? | · | -28% | -1% | 1%[2.33 µM] | ·
Cc1ccc(-c2nnc(OCc3nc4ccccc4n3C)c3ccccc23)cc1 | 6% | · | · | 25% | · | -8% | -27% | · | ·
CC(C)CCN1C(=O)c2cccc3c(N)ccc(c23)C1=O | -3% | · | · | 18% | · | 98%[activator] | -23% | · | ·
CCOc1ccc(NC(=O)c2ccc(NC(=O)CSc3nc4ccccc4c(=O)[nH]3)cc2)cc1 | -25% | -2% | 4% | 66%[activator] | -11% | -1% | 6% | 10% | -3%
CCOc1ccc2nc(NC(=O)c3ccc(C)o3)sc2c1 | -3% | · | · | -27%[58.9 µM] | · | -1% | -23% | · | ·
CC(C)OC(=O)CSc1nc(Cc2cccs2)nc2ccccc12 | -6% | -4% | 41%[activator] | ? | -20% | 6% | -13% | 358%[activator] | -9%
COc1ccc(OC)c(NC(=O)Cc2c(C(=O)O)n(C)c3ccc(C)cc23)c1 | 9% | · | -26% | 25% | -4% | -25% | -16% | -15%[59 µM] | -1%
O=C(N/N=C/c1ccc(-c2cccc([N+](=O)[O-])c2)o1)[C@H]1C[C@@H]1c1ccccc1 | -8% | 3% | -5% | -4% | 18% | -5% | ? | 15%[59 µM] | -3%
Cc1oc(S(=O)(=O)N2CCCCC2)cc1NC(=O)Nc1ccccc1 | -1% | -13% | -13% | 134%[activator] | 0% | -20% | -24% | ? | -4%
CC1(C(=O)Nc2nnc(C(C)(C)C)s2)Cc2ccccc2C(=O)O1 (stereo not given) | -4% | 12% | -9% | -10%[58.9 µM] | 11% | -15% | 1% | · | -2%
CC1CC(C)(C)Nc2ccc(OC(=O)c3ccco3)cc21 (stereo not given) | 0% | -7% | ? | 17% | -1% | ? | -5% | 45µM* | -10%
O=C(OC(C(=O)NCC1CCCO1)c1ccccn1)c1cccs1 (stereo not given) | -1% | ? | 8% | 0% | 11% | -13% | -7% | ? | -6%
CCOc1ccc(CN2CCN(Cc3cnc(-c4ccccc4)s3)CC2CCO)cc1 (stereo not given) | -9% | -1% | ? | -10% | -1% | -15% | -2% | ? | 11%
CCOc1ccc(S(=O)(=O)n2cc(-c3ccc(F)cc3)c(N)n2)cc1 | -15% | -5% | 1% | -8% | -10% | -24% | -11% | -5%[12.7 µM] | -8%
Cc1c2cnn(CC(=O)NCc3ccccc3)c(=O)c2c(C)n1Cc1cccc(Cl)c1 | -1% | · | 2% | 17% | 23% | 1% | -9% | 9%[59 µM] | -2%
Nn1c(SCC(=O)Nc2nccs2)nnc1C1CC1 | 1% | 43% | -22% | -12% | 11% | -1% | 3% | 40µM* | 1%
O=C(CCN1CCN(c2ccccc2F)CC1)Nc1cccc(F)c1 | 10% | 25% | -7% | -5% | -4% | 4% | -11% | 13%[59 µM] | -4%

Four of the compounds above, with the structure last:
POLK inh,APE1 inh,BAZ2B inh,Pol iota inh,Pol beta inh,JMJD2A Tudor inh,Pol eta inh,G9a inh,BLM helicase inh,structure
-3%,·,·,-27%[58.9 µM],·,-1%,-23%,·,·,CCOc1ccc2nc(NC(=O)c3ccc(C)o3)sc2c1
10%,25%,-7%,-5%,-4%,4%,-11%,13%[59 µM],-4%,O=C(CCN1CCN(c2ccccc2F)CC1)Nc1cccc(F)c1
2.5µM*,?,·,6.3µM*,·,13µM*,8.9µM*,·,-3%,O=c1cc(-c2ccc(O)c(O)c2)oc2cc(O[C@@H]3O[C@H](CO)[C@@H](O)[C@H](O)[C@H]3O)cc(O)c12
-3%,·,·,18%,·,98%[activator],-23%,·,·,CC(C)CCN1C(=O)c2cccc3c(N)ccc(c23)C1=O

High-throughput results from PubChem.
